Compound activity from PubChem.
H37Rv inhibition = M. tuberculosis growth inhibition, HTS (AID 449762). inhibition, % at 25 µM; hits with a dose series show IC50 in µM. M. tuberculosis H37Rv growth inhibition, 7H9 media; higher % means a stronger effect. 0.59% of 330,000 active; in the data active = a potency from the dose series; inconclusive = inhibition above about 70% without an active follow-up result;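 note: bacterial growth assessed after seven days of incubation; strong numbers were not always called active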
inhibitors of VEEV = inhibitors of VEEV TC-83 cytopathic effect, confirmation, Vero cells (AID 588727) | Vero cells, VEEV TC-83 cytopathic effect inhibition; higher % means a stronger effect | one-dose inhibition, % at 20 µM; IC50 in µM for titrated hits | 0.13% of 350,000 active; in the data active = a potency from the dose series; inconclusive = inhibition mostly from about 14% at the one dose, without a potency; inactive = the rest, 99 in 100 with inhibition below about 12%; note: strong numbers were not always called active
H1N1 NS1A inhibition = NS1A inhibition, H1N1 influenza, cell based functional assay (AID 504329) | NS1A functional cell-based assay, percent inhibition; higher % means a stronger effect | one-dose inhibition, % at 12.5 µM; IC50 in µM for titrated hits | 0.3% of 340,000 active; in the data active = a potency from the dose series; inconclusive = inhibition above about 27% without an active follow-up result; note: strong numbers were not always called active
Salmonella PhoP GFP = PhoP regulon inhibitors, Salmonella typhi PhoP promoter GFP reporter, confirmatory (AID 1850); Salmonella Typhi PhoP-promoter GFP reporter, fluorescence, 4 h; higher % means a stronger effect; one-dose inhibition, % at 50 µM; IC50 in µM for titrated hits; 0.33% of 310,000 active; in the data active = a potency from the dose series; inconclusive = inhibition mostly from about 25% at the one dose, without a potency; inactive = the rest, 99 in 100 with inhibition below about 19%;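 note: 0% = induced wells with vehicle and 100% = uninduced wells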
M. tuberculosis = growth inhibition of non-replicating M. tuberculosis (AID 488890); Mycobacterium tuberculosis non-replicating, growth inhibition; higher % means a stronger effect; inhibition, % at 25 µM, or IC50 in µM where a hit was titrated; 0.39% of 320,000 active; in the data active = a potency from the dose series; inconclusive = inhibition mostly from about 82% at the one dose, without a potency; inactive = the rest, 99 in 100 with inhibition below about 76%;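 note: plate controls were DMSO cells for no effect and high antibiotic wells for full effect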
inhibitors of VEEV 10K pilot screen = second read-out of inhibitors of VEEV, no call of its own (marks repeat the call); inhibition, %; measured here: 10K pilot screen inhibition
The depositor's hits bear a star; i = inactive; ? = inconclusive; · = no result given.

SMILES | H37Rv inhibition | inhibitors of VEEV | H1N1 NS1A inhibition | Salmonella PhoP GFP | M. tuberculosis | others
CCS(=O)(=O)c1nc(S(=O)(=O)c2ccc(Cl)cc2)c(N2CCCC2)s1 | 4% | 0.5% | 10% | -22% | 7%
CCCCCc1c(O)nc(SCCN(C)C)[nH]c1=O | -2% | i | -6% | 2% | -2%
COc1ccc(C)cc1NC(=O)CSc1nnc(-c2cc3cccc(OC)c3o2)n1N | 2% | 0.2% | 9% | -10% | 13%
CCN(CC(=O)Nc1cc(C)c(Cl)cc1OC)CC(=O)NC1CCS(=O)(=O)C1 (configuration not stated) | 1% | 2.5% | -3% | -8% | -1%
CSC(=NCc1cccnc1)NS(=O)(=O)c1cccs1 | -1% | i | -13% | 2% | -5%
CC(C)(C)NC(=O)CN1CCN(C(=O)CCl)CC1 | -9% | ? | 8% | -17% | 45%
CN(CCNC(=O)c1ccc(N2CCCC2=O)cc1)CCc1ccccc1 | -10% | 1.2% | 10% | -6% | 24%
O=C1CC(Sc2ncn[nH]2)C(=O)N1c1ccccc1 (configuration not stated) | -8% | 7.1% | 1% | 16% | 36%
COc1cc(C(=S)N2CCOCC2)cc(OC)c1OC(=O)c1cc([N+](=O)[O-])c(C)c([N+](=O)[O-])c1 | 1% | 2.3% | 28% | -5% | 14%
COc1ccc(OCc2nnc(SCC(=O)Nc3ccccc3Cl)o2)cc1 | 1% | 2.8% | -1% | 9% | 67%
Cc1ccc(S(=O)(=O)N2CCCC2C(=O)NCc2ccc3c(c2)OCO3)cc1 (configuration not stated) | -2% | 0.5% | 4% | -18% | -7%
Cc1nn(C)cc1N1C(=O)c2cccc3c(N)ccc(c23)C1=O | 7% | 1.2% | · | -247% | -6%
O=C(Nc1c2c(nn1-c1ccccc1)CS(=O)(=O)C2)c1cccs1 | -14% | 0.9% | 6% | -4% | -4%
COCCn1c(=O)[nH]c2cc(C(=O)N3CCN(Cc4ccc5c(c4)OCO5)CC3)ccc2c1=O | · | 0.8% | 10% | · | ·
COc1ccc(NC(=O)NN2CCN(C)CC2)c(OC)c1 | -11% | 0.7% | 14% | -11% | 1%
CCCC(=O)Nc1cc2c3c(c1)C(C)C(=O)N3CCC2 (configuration not stated) | 0% | 2.5% | 9% | 2% | 14%
CCOC(=O)C1CN(S(=O)(=O)c2ccc(C)cc2)c2cc(S(=O)(=O)CC)ccc2O1 (configuration not stated) | 11% | 2.1% | 9% | -10% | 15%
O=C(CN1CCC(C(=O)c2ccc3c(c2)OCCO3)CC1)Nc1ccccc1C(F)(F)F | 1% | 6.3% | 10% | 11% | 22%
O=C(Cc1cccs1)NCc1ccccc1Br | 9% | i | 15% | -5% | 13%
Cc1ccc(S(=O)(=O)Nc2cc3c(cc2C#N)OCO3)cc1C(N)=O | 2% | 0.1% | 10% | 6% | -2%

Compounds above that contain an aryl thioether with sulfur outside any ring:
SMILES | H37Rv inhibition | inhibitors of VEEV | H1N1 NS1A inhibition | Salmonella PhoP GFP | M. tuberculosis | others
CCCCCc1c(O)nc(SCCN(C)C)[nH]c1=O | -2% | i | -6% | 2% | -2%
COc1ccc(C)cc1NC(=O)CSc1nnc(-c2cc3cccc(OC)c3o2)n1N | 2% | 0.2% | 9% | -10% | 13%
O=C1CC(Sc2ncn[nH]2)C(=O)N1c1ccccc1 (configuration not stated) | -8% | 7.1% | 1% | 16% | 36%
COc1ccc(OCc2nnc(SCC(=O)Nc3ccccc3Cl)o2)cc1 | 1% | 2.8% | -1% | 9% | 67%

The results go on.
SMILES | H37Rv inhibition | inhibitors of VEEV | H1N1 NS1A inhibition | Salmonella PhoP GFP | M. tuberculosis | others
C/C(CCC(C)C)=N\NC(=S)NCc1ccccc1 | ? | 0.8% | -2% | 16% | 58%
Cc1nnc(C)n1N1C(=O)c2cccc3cccc(c23)C1=O | -7% | 0.1% | 2% | -9% | 4%
COc1ccccc1CNC(=O)C1CC(=O)N(c2ccc(C)c(C)c2)C1 (configuration not stated) | -7% | 0.3% | 3% | -9% | -9%
O=C(c1ccco1)N1CCCC(c2ccccc2)C1 (configuration not stated) | 0% | i | -1% | 1% | 7%
O=C(NCc1ccc2[nH]c3c(c2c1)CCCC3)c1ccc(S(=O)(=O)N2CCOCC2)cc1 | -8% | 2.8% | 6% | -2% | 2% | inhibitors of VEEV 10K pilot screen=1.3
c1ccc(Sc2ncnc3c2oc2ccccc23)cc1 | -3% | 6.7% | -10% | -2% | 22%
COc1ccc(CCNC(=O)c2cccc(NC(=O)CC3SC(N4CCCCC4)=NC3=O)c2)cc1OC (configuration not stated) | 2% | 4.1% | -1% | -5% | 21%
COc1ccccc1-n1c(CNC(=O)c2ccc(S(=O)(=O)N3CCCCC3)cc2)n[nH]c1=S | 2% | 5.3% | -1% | 1% | 13%
Cn1c(SCC(=O)NC2(C#N)CCCCC2)nnc1-c1cccnc1 | -1% | 0.1% | -5% | 10% | -2%
O=C1C2CCCN2C(c2cccnc2)N1c1nccs1 (configuration not stated) | -2% | 3.9% | 3% | 0% | 11%
CS(=O)(=O)N(CC(=O)NCCSC1CCCCC1)c1ccccc1 | -7% | 0.8% | -19% | -15% | 4%
CCN1CCN(CCNC(=O)c2cn(C(C)c3ccccc3F)nn2)CC1 (configuration not stated) | -1% | 0.9% | 1% | 6% | 9% | inhibitors of VEEV 10K pilot screen=0.3
Cc1cc(C)nc(Sc2c(C)nn(-c3ccccc3)c2C)n1 | 7% | 6.4% | 8% | 3% | 25%
O=C(Nc1ccc(NC(=O)C2CC2)nc1)c1cnccn1 | 1% | 1.2% | 5% | -9% | 42%
O=C(C1CC1)N1CCc2cc(S(=O)(=O)N3CCOCC3)ccc21 | -10% | 0.5% | 8% | 3% | -3%
C=CCN1C(=O)c2ccc(C(=O)N(C)CC(=O)Nc3ccc(OCC)c(OCC)c3)cc2C1=O | 5% | 1.3% | -11% | 7% | -7%
COc1ccc(OC)c(S(=O)(=O)N2CCC(C(=O)Nc3cc(C)ccc3C)CC2)c1 | -11% | 1.6% | 1% | 3% | -6%
C=C(C)COc1ccc(-c2[nH]ncc2Oc2cccc(OC)c2)c(O)c1 | 9% | 12% | 3% | -1% | -5%
CC(C)(C)NC(=O)COC(=O)c1ccccc1Nc1ccc(SC(F)F)cc1 | ? | i | 0% | -1% | 45%
CN(Cc1ccccc1)C(=O)c1cccc(NC(=O)Cc2ccc(NC(=O)C3CCCN(C(=O)c4ccccc4)C3)cc2)c1 (configuration not stated) | · | 0.4% | -6% | · | ·
O=C(COC(=O)c1ccc(Cl)cc1[N+](=O)[O-])NNC(=O)c1cccs1 | 41% | i | 6% | 0% | 3%
O=C(/C=C/c1ccccc1)NC(=S)Nc1ccccc1C(=O)NC1CCCCC1 | -11% | 1.4% | 0% | 1% | 15%
CNC(=O)c1c(NC(=O)c2cccc(N3C(=O)CCC3=O)c2)sc2c1CCC2 | 5% | 1.1% | -7% | 2% | 5%
CC(C)(C)n1nc2c(c1NC(=O)c1ccc(F)c(F)c1)CS(=O)(=O)C2 | 2% | 0.7% | 2% | -2% | -10%
CC1=C(C(=O)OC(C)C)C(c2ccc(Br)s2)NC(=O)N1C (configuration not stated) | 5% | 2.0% | 1% | 19% | 2%
COc1ccccc1N1CCN(C(=O)Cn2ncc3c([nH]c4ccccc43)c2=O)CC1 | 4% | 4.2% | 0% | 7% | -4%
Cn1c2c(c(=O)n(C)c1=O)CN(Cc1ccco1)CN2 | 0% | 2.9% | -3% | 5% | 7%
COc1cccc(-c2nc(CS(=O)(=O)CC(=O)Nc3ccccc3Cl)c(C)o2)c1 | 0% | 2.5% | 6% | 0% | 4%
NC(=O)CC[C@H](NC(=O)c1ccc(F)cc1)C(=O)OCC(=O)Nc1c(F)c(F)c(F)c(F)c1F | 0% | 0.4% | -4% | -8% | -16%
CN(C)C(CNC(=O)c1cccc(S(=O)(=O)N2CCN(c3ccc(F)cc3)CC2)c1)c1ccccc1 (configuration not stated) | · | i | 22% | · | ·

Reprinted at random: 2 compounds from above, in no set order.
SMILES | H37Rv inhibition | inhibitors of VEEV | H1N1 NS1A inhibition | Salmonella PhoP GFP | M. tuberculosis | others
O=C(/C=C/c1ccccc1)NC(=S)Nc1ccccc1C(=O)NC1CCCCC1 | -11% | 1.4% | 0% | 1% | 15%
CN(C)C(CNC(=O)c1cccc(S(=O)(=O)N2CCN(c3ccc(F)cc3)CC2)c1)c1ccccc1 (configuration not stated) | · | i | 22% | · | ·

(list continues)
SMILES | H37Rv inhibition | inhibitors of VEEV | H1N1 NS1A inhibition | Salmonella PhoP GFP | M. tuberculosis | others
COc1cccc(/C=N/Nc2ccc(C(=O)O)cc2)c1O | 1% | 0.1% | -5% | 11% | -19%
CCCSCCCNC(=O)Cn1nc(CC)n2c(cc3c(OC)cccc32)c1=O | 3% | 0.1% | 1% | -9% | -4%
O=C(NCc1ccccc1F)C1CCCN1C(=O)NCc1ccccc1 (configuration not stated) | -6% | 3.1% | -4% | 3% | -13%
COc1ccc(/C=C/C(=O)NC(=S)N2C[C@H]3C[C@H](C2)c2cccc(=O)n2C3)cc1 | -7% | 0.6% | 1% | 5% | 34%
CCn1c(SCC(=O)Nc2cc(C)c(Cl)cc2OC)nnc1-c1ccco1 | 5% | i | -16% | 3% | 29%
N#CCSc1ccccc1NC(=O)CN1C(=O)C(=O)N(Cc2ccccc2)C1=O | 0% | i | 0% | · | -2%
Cc1cc(C(=O)Cn2nnc(-c3ccc(Cl)cc3)n2)c(C)n1CC1CCCO1 (configuration not stated) | 3% | 2.1% | 5% | 14% | 21%
C=C(C)COc1ccc(-c2[nH]ncc2-c2ccc(OC)cc2)c(O)c1 | 3% | 1.8% | 9% | -8% | 7%
Cc1ccc(-n2ncc3c2CCCC3NC(=O)CCc2cnccn2)cc1C (configuration not stated) | -5% | 0.6% | -7% | -5% | 8%
COc1ccc(C2CC(C(F)(F)F)n3nc(C(=O)O)cc3N2)cc1OC (configuration not stated) | -16% | i | 0% | -11% | -12%

Some of these compounds in order of number of heavy atoms, high to low.
SMILES | H37Rv inhibition | inhibitors of VEEV | H1N1 NS1A inhibition | Salmonella PhoP GFP | M. tuberculosis | others
CCCSCCCNC(=O)Cn1nc(CC)n2c(cc3c(OC)cccc32)c1=O | 3% | 0.1% | 1% | -9% | -4%
Cc1cc(C(=O)Cn2nnc(-c3ccc(Cl)cc3)n2)c(C)n1CC1CCCO1 (configuration not stated) | 3% | 2.1% | 5% | 14% | 21%
O=C(NCc1ccccc1F)C1CCCN1C(=O)NCc1ccccc1 (configuration not stated) | -6% | 3.1% | -4% | 3% | -13%
COc1cccc(/C=N/Nc2ccc(C(=O)O)cc2)c1O | 1% | 0.1% | -5% | 11% | -19%

(listing goes on)
SMILES | H37Rv inhibition | inhibitors of VEEV | H1N1 NS1A inhibition | Salmonella PhoP GFP | M. tuberculosis | others
COc1ccc(OC)c2c(C)cc(N3CCN(C(=O)c4ccc(F)cc4)CC3)nc12 | 33% | 9.7% | 4% | 17% | 7%
O=S(=O)(c1ccc2c(c1)OCCO2)N1CCC(n2nnc3cc(C(F)(F)F)ccc32)CC1 | 0% | 3.6% | 3% | -15% | 24%
Cn1c(=O)n(C)c2cc(NC(=O)COc3ccc(F)cc3)ccc21 | -2% | i | -2% | 4% | 15%
CN(C)S(=O)(=O)c1ccc2oc(SCC(=O)c3c(N)n(C4CC4)c(=O)[nH]c3=O)nc2c1 | -7% | 0.3% | -18% | · | -2%
CCc1nc2sc3ccccc3c(=O)c2c(=O)n1Cc1ccc(OC)cc1 | ? | 1.3% | -2% | 1% | 16%
COc1ccc(CNC(=O)CCc2nc(-c3ccccc3F)no2)c(OC)c1 | -5% | 0.7% | -6% | -5% | 1%
Cc1cccc(OCC(=O)NNC(=O)CCCCC(=O)NNC(=O)COc2cccc(C)c2)c1 | -11% | i | -11% | -10% | 0%
O=C(/C=C/c1ccco1)Nc1nc(-c2ccccn2)cs1 | ? | 9.0% | 5% | 17% | ?
COCCNC(=S)N1CCN(C(c2ccccc2)c2ccccc2)CC1 | 1% | 2.9% | -9% | 0% | 19%
COc1ccc(NC(=O)CCN2C(=O)c3ccc([N+](=O)[O-])cc3C2=O)c(OC)c1 | -4% | i | 5% | -16% | -6% | inhibitors of VEEV 10K pilot screen=1.1
Cc1cccc(-n2c(=O)[nH]c3c(C(N)=O)nc(CC(C)C)nc32)c1 | -4% | 1.6% | 13% | -24% | 7%
CCn1c(-c2csc(C(C)C)c2)n[nH]c1=S | 1% | 0.2% | -1% | -11% | -4%
CN(C)c1nc(N)nc(CSc2nnnn2-c2ccccc2)n1 | -3% | 1.8% | -1% | 6% | 4%
